Screening results from PubChem.
Casp6 inh – human caspase-6 inhibitors, primary screen, biochemical, VEID-R110 fluorescence, single point, set 2; P55212; AID 686996, 2013; actives 0.53% (n = 350,000); inhibition, % at 12.5 µM; purified caspase-6, Z-VEID-R110 cleavage fluorescence;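 active = mean inhibition across replicates at least about 35%, with every replicate also reaching that limit, limit read from the data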;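 also: 0% = median of neutral control wells and 100% = no fluorescence left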
RAD54 branch – inhibitors of human RAD54 branch migration, primary screen, biochemical, fluorescence, single point; AID 602329, 2012; RAD54 Holliday junction branch migration, FAM/BHQ fluorescence; inhibition, % at 10.4 µM; actives 0.14% (n = 360,000);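 active = mean normalized replicate activity at least 40 and at least half of replicates scoring 40 or more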;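 also: 0% = median of neutral control wells and 100% = median of positive control wells; inhibitors cause a drop in the FAM fluorescence signal; in these data hits start at about 50%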
RAD52 inh – RAD52 DNA annealing inhibitors, primary screen, biochemical, FRET, single point, set 2; DNA repair protein RAD52 homolog (Homo sapiens), P43351; recombinant RAD52 DNA annealing, FRET fluorescence; inhibition, % at 18.7 µM; actives 0.46% (n = 360,000); AID 651710, 2012;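 active = every replicate showing at least 50% inhibition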
esBAF inh – Bmi1 luciferase reporter increase in mESCs, primary screen, esBAF inhibitor project, mouse ES cells, Bmi1 luciferase knock-in, single point; actives 2% (n = 350,000); reporter increase, % at 12.5 µM; 24 h; 100% = twice the neutral-well signal; in the data active = activation above about 40%;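 also: 0% = median of the plate's neutral control wells and 100% = double that signal; a rise in the Bmi1 reporter signal indicates esBAF inhibition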
PglD inh – C. jejuni PglD acetyltransferase inhibitors, primary screen, biochemical, DTNB colorimetric, single point. inhibition, % at 12.5 µM. purified PglD enzyme, DTNB colorimetric CoA detection. actives 0.098% (n = 360,000). AID 602405, 2012; in the data active = inhibition above about 16%, passing the limit was not always enough; also: strong numbers were not always called active
ARNT TACC3 PPI – disruptors of ARNT/TACC3 protein interaction, primary screen, biochemical, AlphaScreen, single concentration. Transforming acidic coiled-coil-containing protein 3 (Homo sapiens), Q9Y6A5. actives 0.66% (n = 390,000). inhibition, % at 9.99 µM. AlphaScreen His-ARNT PAS-B/GST-TACC3 binding, luminescence; TACC3 fragment carries E629A point mutation;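 active = mean inhibition of replicates at least 50% and at least half of replicates each reaching 50%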;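 also: 0% = complete ARNT plus TACC3 wells and 100% = ARNT alone without TACC3; many hits fall short of the cut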
ERp5 inh – inhibitors of ERp5-driven insulin aggregation, primary screen, biochemical, turbidity, absorbance 650 nm, single point. Protein disulfide-isomerase A6 (Homo sapiens), Q15084. 90 min. inhibition, % at 9.99 µM. actives 0.05% (n = 350,000);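 active = mean replicate inhibition above about 25%, with every replicate also reaching it, limit read from the data, passing the limit was not always enough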
Target sequence (Q15084 whole entry, looked up): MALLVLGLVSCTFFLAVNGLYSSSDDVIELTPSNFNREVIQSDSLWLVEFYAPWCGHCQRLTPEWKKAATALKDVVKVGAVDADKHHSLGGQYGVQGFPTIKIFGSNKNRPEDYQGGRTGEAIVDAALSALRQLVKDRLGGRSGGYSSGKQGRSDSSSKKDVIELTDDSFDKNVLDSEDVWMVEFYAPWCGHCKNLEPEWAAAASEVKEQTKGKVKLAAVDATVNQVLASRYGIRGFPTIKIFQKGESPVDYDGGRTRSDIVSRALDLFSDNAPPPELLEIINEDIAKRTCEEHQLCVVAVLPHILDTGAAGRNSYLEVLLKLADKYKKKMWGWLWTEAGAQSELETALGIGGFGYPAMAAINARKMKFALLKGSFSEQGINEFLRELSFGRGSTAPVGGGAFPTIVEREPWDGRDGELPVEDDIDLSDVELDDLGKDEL
E-sel inducer – E-selectin induction in HUVECs, primary screen, imaging, HUVEC, immunofluorescence imaging, single point | P16581 | normalized: neutral wells 0, TNF-alpha wells 100 | activation, % at 7.58 µM | actives 0.37% (n = 260,000);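 active = mean E-selectin-positive cell signal at least 10% of the positive control, reached in at least 60% of replicates, without over 20% cell loss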;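 also: in these data hits start at about 27%; measured in HUVEC primary endothelial cells; signal is the percent of cells scored E-selectin positive by PE staining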
Target sequence (P16581 whole entry, looked up): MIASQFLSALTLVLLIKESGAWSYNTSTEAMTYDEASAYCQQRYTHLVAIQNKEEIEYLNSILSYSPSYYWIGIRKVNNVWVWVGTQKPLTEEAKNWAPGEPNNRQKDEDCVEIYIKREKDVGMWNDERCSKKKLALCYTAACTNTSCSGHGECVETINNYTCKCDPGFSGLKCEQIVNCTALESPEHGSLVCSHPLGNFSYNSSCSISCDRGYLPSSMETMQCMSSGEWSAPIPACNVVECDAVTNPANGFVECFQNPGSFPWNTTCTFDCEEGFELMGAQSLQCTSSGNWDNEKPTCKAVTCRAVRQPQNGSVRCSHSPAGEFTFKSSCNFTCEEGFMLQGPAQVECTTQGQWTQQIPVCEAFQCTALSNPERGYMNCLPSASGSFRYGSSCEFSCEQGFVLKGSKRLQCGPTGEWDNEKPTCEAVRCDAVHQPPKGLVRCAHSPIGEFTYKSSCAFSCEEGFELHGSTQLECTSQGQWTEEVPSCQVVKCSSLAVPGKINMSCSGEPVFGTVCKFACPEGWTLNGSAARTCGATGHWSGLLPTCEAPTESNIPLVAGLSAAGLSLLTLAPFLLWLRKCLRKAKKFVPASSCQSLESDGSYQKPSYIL
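System: HUVEC, human umbilical vein endothelial cells; quantity: 3,000 cells/well; buffer or medium: EGM-2 medium, gelatin-coated wells; dosing: single-point compound dose; detection: immunofluorescence imaging; evaluation: % PE-positive cells; benchmarks: TNF-alpha, DMSO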
Numbers without * were called inactive; i = inactive; . = no result given. Rows were taken by chance; any-hit rate near 3.2%.

SMILES | Casp6 inh | RAD54 branch | RAD52 inh | esBAF inh | PglD inh | ARNT TACC3 PPI | ERp5 inh | E-sel inducer
C[C@@H]1CN([C@@H](C)CO)C(=O)c2cc(NC(=O)CCCCCC(=O)Nc3ccccc3N)ccc2O[C@H]1CN(C)C(=O)Nc1ccc2c(c1)OCO2 | -2 | . | 2 | . | . | . | 2 | 105*
[N-]=[N+]=NCc1ccccc1C[C@]1(C(=O)N2CCCCC2)COC(c2ccc(OCCCO)cc2)=N1 | 8 | -2 | 5 | . | 1 | -2 | -2 | .
Cn1nc(C(C)(C)C)cc1C(=O)O | 1 | . | -5 | . | . | -3 | 0 | -0.3
COC(=O)[C@@]1(C(C)C)N=C(c2cc(OC)c(OC)c(OC)c2)[C@]2(O1)C(=O)N(C)c1ccc(Cl)cc12 | 3 | . | -14 | . | . | . | -3 | 8.2
Cc1cc(C(=O)COc2cccnc2[N+](=O)[O-])c(C)n1-c1ccccc1F | -1 | . | -17 | . | . | 0 | 3 | 0.4
O=C(Cn1cnc2c(nnn2Cc2ccccc2)c1=O)c1ccc(Cl)cc1 | -1 | 4 | -2 | -12 | 2 | -6 | 6 | .
CC(C)CC#Cc1cnc2c(c1)C(=O)N([C@@H](C)CO)C[C@H](C)[C@H](CN(C)C(=O)Nc1cc(F)ccc1F)O2 | 1 | 4 | 5 | 3 | -1 | 6 | -2 | 0.0
C[C@H]1CN([C@@H](C)CO)C(=O)Cc2cc(NC(=O)Cn3cnnn3)ccc2O[C@H]1CN(C)Cc1ccc(-c2ccccc2)cc1 | -1 | 2 | -10 | -2 | -2 | 4 | 0 | 0.1
CCCCn1c(N)c(N(CCOC)C(=O)CSCC(=O)Nc2cccc(C)c2)c(=O)[nH]c1=O | 6 | 2 | -13 | 2 | 4 | . | 0 | -1.8
CN(C)c1ccc(C(C(=O)NCc2ccccc2)N(Cc2cccnc2)C(=O)c2snc(C(N)=O)c2N)cc1 (centres undefined) | 2 | 0 | -5 | 0 | 4 | 2 | -6 | .
Cc1cc([N+](=O)[O-])nn1CCCC(=O)Nc1c(C)n(C)n(-c2ccccc2)c1=O | 1 | -11 | -3 | -3 | 1 | -6 | 0 | 1.0
C[C@@H]1CN([C@H](C)CO)C(=O)c2cc(NC(=O)Nc3cccc4ccccc34)ccc2O[C@@H](C)CCCCO[C@@H]1CN(C)CC1CCCCC1 | 1 | 0 | 2 | 5 | 2 | 0 | -5 | 1.2
Cc1ccccc1S(=O)(=O)NC(=O)C1(C)CCN1C(=O)C1(c2ccccc2)CCCC1 (centres undefined) | 0 | 5 | -10 | 2 | 0 | . | -3 | 0.0
O=[N+]([O-])c1cccc(S(=O)(=O)N2CCN(S(=O)(=O)N3CCOCC3)CC2)c1 | -3 | 2 | -4 | -8 | -3 | -2 | 7 | .
CCOC(=O)N1CCN(C(=O)C2CCN(CC3CCCCC3)CC2)CC1 | 0 | 10 | -3 | -2 | 0 | -1 | 4 | -0.1
COC(=O)CCNCCSc1nnc(-c2ccco2)n1Cc1ccccc1 | -39 | -3 | -19 | 0 | 5 | 1 | -1 | -1.0
Cc1nn(-c2ccc(C(=O)N3CCN(S(=O)(=O)c4ccccc4C(F)(F)F)CC3)cc2)c(C)c1Cl | 1 | -3 | -7 | 10 | -3 | . | 6 | .
Cc1cccc(SCC(=O)Nc2ccccc2[N+](=O)[O-])c1 | 8 | -1 | -4 | 3 | 1 | 1 | 3 | .
Cn1c(=O)oc2cc(S(=O)(=O)N3CCN(c4ccccc4)CC3)ccc21 | . | -1 | . | 14 | 0 | -1 | . | .
Cc1cccc2sc(N(CCCN(C)C)C(=O)c3ccc4ncsc4c3)nc12 | -10 | 9 | 6 | 30 | 0 | 7 | -4 | .
CCOC(=O)C1=C(C(=O)OCC)C2N(Cc3ccc(Br)cc3)c3ccccc3[C@@]23C[C@@H](C(=O)OC)N(S(=O)(=O)c2ccc(F)cc2)C3=N1 (some centres undefined) | 1 | . | -20 | . | . | . | 3 | 0.8
COC(=O)COc1ccc(NS(=O)(=O)c2cccc([N+](=O)[O-])c2)cc1 | -1 | . | -4 | . | . | 3 | -4 | .
O=C(C[C@H]1C[C@@H]2c3cc(NS(=O)(=O)c4ccc(F)cc4)ccc3O[C@@H]2[C@@H](CO)O1)NC1CCCC1 | -2 | -15 | -6 | 14 | 4 | -5 | -4 | 0.1
CCOC(=O)c1c(S(=O)(=O)N2CCCC(C(=O)Nc3ncccc3C)C2)c(C)n(C)c1C (centres undefined) | 0 | -3 | -7 | -5 | 1 | 1 | 1 | .
COc1ccc(-c2c(C(C)=O)c(C)nc3sc4c(=O)n(-c5ccc(C)cc5)nnc4c23)cc1 | . | 0 | . | 4 | -3 | 4 | . | .
O=c1c2nnn(Cc3ccc(Cl)cc3)c2ncn1Cc1ccc(F)cc1 | -1 | -5 | -7 | -5 | -1 | 3 | -8 | .
CO[C@@H]1CN(C)C(=O)c2cc(NC(=O)C3CCCCC3)ccc2OC[C@H](C)N(C)C[C@@H]1C | 2 | 7 | -11 | 1 | 0 | -18 | 8 | -0.3
CN(CC(=O)Nc1ccc(F)c(F)c1F)C(=O)CC1OC(=O)c2ccccc21 (centres undefined) | -8 | 0 | -9 | 0 | -2 | 1 | 7 | -0.2
O=C(NC(=S)NCc1nc2ccccc2[nH]1)c1ccc(F)cc1 | 0 | . | -9 | . | . | -7 | -3 | 2.4
CCCCSc1nnc2c(n1)[nH]c1ccccc12 | . | -11 | . | 36 | -4 | -5 | . | -2.3

A second format for part of the listing above.
> CCOC(=O)C1=C(C(=O)OCC)C2N(Cc3ccc(Br)cc3)c3ccccc3[C@@]23C[C@@H](C(=O)OC)N(S(=O)(=O)c2ccc(F)cc2)C3=N1 (some centres undefined)
  Casp6 inh = 1; RAD54 branch = .; RAD52 inh = -20; esBAF inh = .; PglD inh = .; ARNT TACC3 PPI = .; ERp5 inh = 3; E-sel inducer = 0.8

> COC(=O)COc1ccc(NS(=O)(=O)c2cccc([N+](=O)[O-])c2)cc1
  Casp6 inh = -1; RAD54 branch = .; RAD52 inh = -4; esBAF inh = .; PglD inh = .; ARNT TACC3 PPI = 3; ERp5 inh = -4; E-sel inducer = .

> O=C(C[C@H]1C[C@@H]2c3cc(NS(=O)(=O)c4ccc(F)cc4)ccc3O[C@@H]2[C@@H](CO)O1)NC1CCCC1
  Casp6 inh = -2; RAD54 branch = -15; RAD52 inh = -6; esBAF inh = 14; PglD inh = 4; ARNT TACC3 PPI = -5; ERp5 inh = -4; E-sel inducer = 0.1

The list goes on.
SMILES | Casp6 inh | RAD54 branch | RAD52 inh | esBAF inh | PglD inh | ARNT TACC3 PPI | ERp5 inh | E-sel inducer
CC1=C(C(=O)OCc2ccccc2)C(c2ccco2)n2ncnc2N1 (centres undefined) | 6 | 0 | -6 | 6 | 3 | . | 0 | -0.1
Cn1c(SCC(=O)NCc2ccccc2)nnc1C1CC1 | . | -3 | . | 0 | -3 | 1 | . | .
O=C(C[C@@H]1C[C@@H]2c3cc(NC(=O)C4CCOCC4)ccc3O[C@@H]2[C@@H](CO)O1)NCc1ccccn1 | -1 | 3 | 1 | 2 | -1 | -5 | -2 | -0.3
CC1(C)Cc2cccc(OCC(=O)OCC(=O)Nc3ccc(C(N)=O)cc3)c2O1 | 2 | . | -6 | -4 | . | 1 | -2 | .
Cn1nc(C(C)(C)C)cc1C(=O)NNC(=O)c1ccccc1Cl | 4 | . | 2 | -12 | . | -4 | -10 | .
Cc1cc(NS(=O)(=O)c2ccc(NC(=S)NCc3ccccc3)cc2)no1 | -4 | -3 | -12 | -11 | 6 | . | 3 | .
CCOc1ccc(C2C(C#N)=C(N)N3C(=C2C#N)Sc2ccccc23)cc1 (centres undefined) | . | -5 | . | 1 | 4 | 0 | . | .
COC(=O)Cn1c(=NC(=O)CN2C(=O)CCC2=O)sc2cc(S(N)(=O)=O)ccc21 | . | -9 | . | . | -6 | 6 | . | 2.5
NC(=O)CCC(C(=O)O)N1C(=O)C2C3CCC(C3)C2C1=O (centres undefined) | 0 | -9 | -1 | 0 | 0 | . | 5 | .
Cc1cnc(C(=O)OCC(=O)Nc2cccc(S(=O)(=O)N3CCOCC3)c2)cn1 | -2 | -10 | -10 | -5 | 3 | -1 | 0 | -0.2

Limited to ARNT TACC3 PPI and PglD inh, for some of the entries so far:
SMILES | ARNT TACC3 PPI | PglD inh
Cc1cc(NS(=O)(=O)c2ccc(NC(=S)NCc3ccccc3)cc2)no1 | . | 6
Cn1c(SCC(=O)NCc2ccccc2)nnc1C1CC1 | 1 | -3
CC1(C)Cc2cccc(OCC(=O)OCC(=O)Nc3ccc(C(N)=O)cc3)c2O1 | 1 | .

Remaining list, next part
SMILES | Casp6 inh | RAD54 branch | RAD52 inh | esBAF inh | PglD inh | ARNT TACC3 PPI | ERp5 inh | E-sel inducer
O=Cc1sc(=O)n(Cc2cccc(C(=O)O)c2)c1Cl | -3 | -172 | i | 1 | 0 | -7 | -6 | 0.4
CCN1C(=O)C(=O)N(CC(=O)Nc2cc(C)ccc2C)C1=O | -1 | -10 | -1 | -8 | 1 | -11 | 3 | 0.8
Cc1nc(SCC(=O)c2ccc(F)c(F)c2)[nH]c(=O)c1Oc1ccc(F)cc1 | 3 | . | -8 | . | . | -10 | 1 | 0.2
CCc1cnc(Nc2nc(C(N)Cc3ccc(F)cc3)cs2)nc1 (centres undefined) | -1 | 10 | -36 | -5 | 3 | . | 0 | 0.1
COC(=O)c1ccc(Cn2c(C)c(C(=O)Nc3cccc(Oc4ccccc4)c3)sc2=O)o1 | -1 | 1 | -25 | 3 | -2 | . | -4 | .
O=C(c1cccc(COCC(F)(F)C(F)F)c1)N1CCN(c2ccccc2)CC1 | . | -6 | . | 14 | 2 | -17 | . | .
Cc1ccc(/C=C/C(=O)Nn2cnnc2)cc1 | . | -7 | . | 0 | -3 | -5 | . | .
CCCNC(=O)N(C)C[C@@H]1Oc2ncc(C#C[C@@H](C)O)cc2C(=O)N([C@H](C)CO)C[C@H]1C | 0 | -2 | -4 | -1 | -1 | -6 | -1 | -0.1
COc1cc(Br)cc2cc(C(=O)N3CCOCC3)c(=O)oc12 | 3 | -14 | 2 | -10 | 1 | -4 | 1 | .
CC(=O)Nc1cccc(NC(=O)c2c(-c3ccccc3)noc2C)c1 | . | -2 | . | -9 | -26 | 17 | . | .
COc1cc(/C=N/NC(=O)CNS(=O)(=O)c2ccc(C)cc2)cc(OC)c1OC | 5 | . | -9 | . | . | 7 | -6 | -0.2
CC(C)Cc1ccc(C(C)C(=O)Nc2ncccn2)cc1 (centres undefined) | 1 | . | -5 | . | . | -19 | -7 | .
CC(C)c1ccc(NC(=O)c2sccc2-n2cccc2)cc1 | 1 | . | -12 | . | . | 1 | 0 | -0.2
CCCc1nnc(NC(=O)CN2CCOCC2)s1 | . | -1 | . | 2 | -31 | -7 | . | -2.7
O=C(CCc1ccc(S(=O)(=O)NCc2ccccc2)cc1)NCc1cccnc1 | -5 | -8 | -7 | . | -4 | -7 | 1 | .
O=C(COC(=O)Cc1ccc(F)cc1)NC1CCCCC1 | 0 | -6 | -12 | 1 | -1 | 2 | -3 | 0.3
COc1ccc2c(c1)CCC(C)N2C(=O)C(=O)c1c[nH]c2ccccc12 (centres undefined) | 1 | 3 | -18 | . | -1 | 0 | -3 | .
O=C1SCCN1N=Cc1ccc([N+](=O)[O-])o1 | 11 | -13 | -34 | -1 | -4 | -3 | 10 | 1.9
CCOc1ccc(NC(=S)Nc2ccc(Br)cc2Cl)cc1 | -2 | . | -5 | . | . | 6 | -1 | .
CCCNc1c(N)n(-c2ccccc2)c(=O)[nH]c1=O | . | -2 | . | -1 | -1 | -1 | . | .
